# Source: PubChem BioAssay
# TEAD-YAP inh = TEAD-YAP interaction inhibition, primary screen, TEAD-YAP interaction inhibitor project, luminescence, HEK-TIYL cells; TEAD-Gal4/YAP UAS-luciferase luminescence; inhibition, % at 9.12 µM; 640,000 tested, 1.4% active; AID 1259422, 2018; in the data active = inhibition above about 32%;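 also: 0% = median of test compound wells and 100% = reference inhibitor wells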
# FBW7 act = FBW7 E3 ligase activators, primary screen, biochemical, AlphaScreen, human | F-box/WD repeat-containing protein 7 (Homo sapiens), Q969H0 | AlphaScreen FBW7–phospho-cyclin E peptide binding, activator screen | normalized activity (activation), % at 26.1 µM | 650,000 tested, 0.13% active | AID 1259310, 2017; in the data active = normalized activity above about 1.9%;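 also: purified mutant Fbw7 with reduced substrate affinity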
# GPR151 ag = activators of human GPR151, primary screen, cell-based, PathHunter beta-arrestin, luminescence. G-protein coupled receptor 151 (Homo sapiens), Q8TDV0. PathHunter beta-arrestin GPR151 cells. activation, % at 11.2 µM. 650,000 tested, 1% active. AID 1508602, 2020; in the data active = activation above about 4.9%;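 also: 0% = median of compound wells and 100% = cells with positive control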
# Target sequence (Q8TDV0 whole entry, looked up): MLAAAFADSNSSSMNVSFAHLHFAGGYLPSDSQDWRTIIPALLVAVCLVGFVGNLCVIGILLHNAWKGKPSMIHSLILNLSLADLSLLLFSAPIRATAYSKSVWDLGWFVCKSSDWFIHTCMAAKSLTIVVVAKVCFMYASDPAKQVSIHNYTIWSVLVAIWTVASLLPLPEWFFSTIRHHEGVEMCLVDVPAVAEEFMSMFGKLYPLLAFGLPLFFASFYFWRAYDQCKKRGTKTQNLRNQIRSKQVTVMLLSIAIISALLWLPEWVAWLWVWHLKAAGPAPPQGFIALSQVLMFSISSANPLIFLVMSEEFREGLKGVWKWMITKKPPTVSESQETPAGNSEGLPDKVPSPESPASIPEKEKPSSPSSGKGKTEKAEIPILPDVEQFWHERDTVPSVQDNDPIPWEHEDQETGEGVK
# MITF primary = MITF inhibitors, primary screen, biochemical, AlphaScreen, human; Microphthalmia-associated transcription factor (Homo sapiens), O75030; inhibition, % at 2.6 µM; AlphaScreen MITF homodimerization, bead proximity signal; 650,000 tested, 0.91% active; in the data active = inhibition above about 50%;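 also: 0% = vehicle wells with protein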
# Target sequence (O75030 whole entry, looked up): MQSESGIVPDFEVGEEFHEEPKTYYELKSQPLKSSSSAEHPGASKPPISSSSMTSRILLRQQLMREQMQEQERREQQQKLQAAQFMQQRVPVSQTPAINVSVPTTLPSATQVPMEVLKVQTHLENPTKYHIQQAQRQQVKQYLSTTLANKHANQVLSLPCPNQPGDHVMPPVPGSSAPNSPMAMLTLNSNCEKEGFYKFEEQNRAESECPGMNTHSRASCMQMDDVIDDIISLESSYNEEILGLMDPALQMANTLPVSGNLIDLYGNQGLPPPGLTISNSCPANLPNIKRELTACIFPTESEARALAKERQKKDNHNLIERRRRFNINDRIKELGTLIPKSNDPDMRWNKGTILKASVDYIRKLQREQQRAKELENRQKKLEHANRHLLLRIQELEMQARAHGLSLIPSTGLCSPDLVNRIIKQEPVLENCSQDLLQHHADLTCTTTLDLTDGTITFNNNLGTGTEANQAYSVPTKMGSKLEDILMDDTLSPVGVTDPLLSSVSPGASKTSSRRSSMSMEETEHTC
# An asterisk follows results filed as active. Rows are unselected; 3.5% or so of the library scored in one or more.
# Start of the listing, in advance (2 entries):
# Second line of a record: TEAD-YAP inh	FBW7 act	GPR151 ag	MITF primary
CN(C)c1ccc(C(=O)N=c2sc3cc([N+](=O)[O-])ccc3n2C)cc1
 : -3.1	0.0	0.0	-5.8
Cc1cc(N2CCCC2)nc(Nc2ccc(NS(=O)(=O)c3ccc(F)cc3)cc2)n1
 : 56.9*	-0.1	-0.2	0.3

# Main list, repeating the preview:
# Second line of a record: TEAD-YAP inh	FBW7 act	GPR151 ag	MITF primary
CN(C)c1ccc(C(=O)N=c2sc3cc([N+](=O)[O-])ccc3n2C)cc1
 : -3.1	0.0	0.0	-5.8
Cc1cc(N2CCCC2)nc(Nc2ccc(NS(=O)(=O)c3ccc(F)cc3)cc2)n1
 : 56.9*	-0.1	-0.2	0.3
COc1ccc(S(=O)(=O)N(CC(=O)Nc2c(C)n(C)n(-c3ccccc3)c2=O)c2ccc(C)cc2)cc1OC
 : 6.1	-0.2	-0.5	-12.2
COc1ccccc1NC(=O)c1sc2ncnc(N3CCc4ccccc4C3)c2c1C
 : 5.2	-0.1	0.1	0.6
CC(C#N)OC(=O)c1ccc(S(=O)(=O)N2CCCc3ccccc32)cc1 (stereo not drawn)
 : 5.0	0.2	-0.7	0.4
O=C(NC1CC1)C1CC(=O)N(c2ccc(Cl)cc2)C1 (stereo not drawn)
 : 1.6	0.0	-0.3	-16.0
COc1ccc(/C=C2\N=C(C)N(C)N(c3ccccc3)C2=O)cc1
 : 4.9	0.1	0.4	1.5
NCCCC[C@@H]1NC(=O)[C@@H]2C[C@H](NC(=O)c3c(Cl)cccc3Cl)CN2C1=O
 : 5.5	0.1	-0.3	18.1
O=C(O)c1ccccc1C(=O)Nc1ccccc1NC(=O)c1ccccc1C(=O)O
 : -51.9	-0.1	-0.6	2.0
CCc1nnc(SCC(=O)Nc2cc(OC)cc(OC)c2)c2cc3occc3n12
 : -4.1	-0.3	-0.5	-3.1
Cc1nnc(Nc2ccc(S(N)(=O)=O)cc2)[nH]c1=O
 : -5.7	0.8	0.2	10.1
O=C(COc1ccccc1)Nc1ccc2c(c1)C(=O)NCCO2
 : -48.8	-0.1	-0.4	-7.0
O=C(NC1CCCc2ccccc21)c1ccc(CNc2c(N3CCCC3)c(=O)c2=O)cc1 (stereo not drawn)
 : 3.0	0.0	-0.2	3.7
CCCCSCCCNC(=O)c1cn(C)c2ccc(S(=O)(=O)N(C)C)cc2c1=O
 : 2.5	-0.1	-0.3	12.2
O=C1OC(c2ccc(Cl)c(Cl)c2)=N/C1=C/c1ccc(F)cc1
 : 1.3	-0.1	1.1	7.9

# Further results.
# Second line of a record: TEAD-YAP inh	FBW7 act	GPR151 ag	MITF primary
CC(C)Cn1c(=O)c(-[n+]2ccccc2)c(O)c2ccccc21
 : 6.6	0.5	-0.9	9.1
COc1ccc(C(=O)N/C(=C\c2ccc([N+](=O)[O-])cc2)C(=O)NC(C(=O)O)C(C)C)cc1 (stereo not drawn)
 : -4.7	-0.3	-1.1	7.2
CCn1c(C(=O)O)c(CC(=O)N2CCC(C(N)=O)(N3CCCCC3)CC2)c2ccccc21
 : -16.1	0.1	0.5	-1.1
NCCSc1nnc(-c2ccccc2Cl)n1C1CCCC1
 : 7.7	-0.5	1.9	38.0
CN(C)c1ccc(C2C3C(=O)N(c4ccc(Cl)cc4)C(=O)C3ON2c2ccccc2)cc1 (stereo not drawn)
 : 9.4	0.0	0.6	7.5
COc1ccc(C2C(C#N)=C(N)N(c3c(F)cccc3F)C3=C2C(=O)CC(C)(C)C3)cc1OC (stereo not drawn)
 : 3.8	0.0	-2.2	7.0
O=C1c2ccccc2C(=O)N1c1ccc(S(=O)(=O)NCCCO)c2ccccc12
 : 2.9	0.1	1.5	3.7
COc1ccc(NC(=O)COc2ccc(C)cc2C(C)(C)C)cc1
 : -14.3	-0.1	-1.1	14.6
CC(C)(C)c1ccc(OCC(=O)Nc2ccc(C(N)=O)cc2)c(Br)c1
 : -4.3	0.0	0.6	-1.2
CC1CCN(C(=O)CCS(=O)(=O)c2cc3c(cc2Cl)NC(=O)CO3)CC1
 : 4.1	-0.2	-0.7	9.3
CCOc1ncccc1C(=O)OCC(=O)Nc1ccc([N+](=O)[O-])cc1C(F)(F)F
 : -5.8	0.1	1.7	17.7
CCOC(=O)c1sc2ncnc(N3CCCCC3C)c2c1C (stereo not drawn)
 : 1.6	0.6	-0.2	14.7
Nc1c(C(=O)C2CC2)sc2nc(-c3cccs3)cc(C(F)(F)F)c12
 : 10.7	0.5	-0.2	10.4
NC(=O)CSc1nc2cc3c(cc2c(=O)n1CCCC(=O)NCc1ccc2c(c1)OCO2)OCO3
 : 4.3	0.0	0.7	1.9
O=C1C=C(NC2CCCC2)CC(c2ccccc2)C1 (stereo not drawn)
 : 1.5	-0.1	-0.5	-0.9

# The listing continues:
# Second line of a record: TEAD-YAP inh	FBW7 act	GPR151 ag	MITF primary
Cc1ccccc1C1(CC(=O)N2CCC[C@H]2C(N)=O)CC(=O)N(C2CCCC2)C1=O (stereo partly drawn)
 : 9.9	0.0	0.1	6.2
CC(=O)c1ccc(NC(=O)c2ccc(NC(=O)C3CCCO3)cc2)cc1 (stereo not drawn)
 : -9.2	-0.1	1.4	-10.0
CCc1ccc(OCCCC(=O)Nc2nncs2)cc1
 : -12.6	0.0	0.0	-1.9
CSc1nc2sc3c(c2c(=S)[nH]1)CC(C)(C)OC3
 : 4.5	-0.1	0.8	0.8
COc1ccc2c(C)c(C(=O)O)oc2c1
 : 8.2	0.0	2.9	13.8
CCn1c(N)c(C(=O)N2CCCCC2)sc1=S
 : 0.2	-0.2	5.4*	9.7
CCCCCOC(=O)C1=C(C)NC2=C(C(=O)CC(C)(C)C2)C1c1ccc(OCC)c(OC)c1 (stereo not drawn)
 : 0.5	0.3	-1.1	-5.9
CCN1C(=O)c2cccc3c(NC(=O)c4ccc(Br)cc4)ccc1c23
 : 4.4	0.5	-0.5	13.9
CC(=NCC(C)C)c1c(C)[nH]n(-c2ccc(Br)cc2Br)c1=O
 : 2.1	-0.2	1.0	0.8
O=C(c1ccc([N+](=O)[O-])cc1)N1CCCCC1
 : 1.3	0.1	1.5	18.4
CCS(=O)(=O)NCCc1sc2nc(-c3ccc(OC)cc3)nn2c1C
 : -17.5	0.6	-0.8	14.9
COCCn1c(Cc2cccn2C)nnc1SCC(=O)NC1CCCCC1
 : 9.8	0.5	-3.8	2.0
CCOc1ccc(C(=O)N2CCc3nc(C)[nH]c(=O)c3C2)o1
 : -4.8	-0.2	-0.5	-6.3
O=C(c1ccc([N+](=O)[O-])cc1)n1cc2c(n1)-c1ccccc1OC2
 : -5.0	0.1	0.0	2.9
Nc1c(C(=O)NCCO)nnn1Cc1ccccc1
 : -1.1	0.2	0.8	-13.8

# An excerpt from above, showing only MITF primary, TEAD-YAP inh and FBW7 act:
molecule | MITF primary | TEAD-YAP inh | FBW7 act
Nc1c(C(=O)NCCO)nnn1Cc1ccccc1 | -13.8 | -1.1 | 0.2
O=C(c1ccc([N+](=O)[O-])cc1)N1CCCCC1 | 18.4 | 1.3 | 0.1
CCn1c(N)c(C(=O)N2CCCCC2)sc1=S | 9.7 | 0.2 | -0.2
Cc1ccccc1C1(CC(=O)N2CCC[C@H]2C(N)=O)CC(=O)N(C2CCCC2)C1=O (stereo partly drawn) | 6.2 | 9.9 | 0.0

# Continuation:
# Second line of a record: TEAD-YAP inh	FBW7 act	GPR151 ag	MITF primary
CCC(Sc1nnc2c3ccccc3n(Cc3ccccc3)c2n1)C(=O)Nc1ccc(S(N)(=O)=O)cc1 (stereo not drawn)
 : -0.3	0.0	-1.1	-10.1
O=C(c1cnn2c(C(F)F)cc(C3CC3)nc12)N1CCCC1
 : -5.0	0.1	-0.9	8.7
O=C(NC1(C(F)(F)F)NC(=O)N(Cc2ccccc2)C1=O)C1CCCCC1 (stereo not drawn)
 : -0.3	-0.1	0.5	16.5
CCS(=O)(=O)NCCc1cn2cccc(C)c2n1
 : 0.9	-0.3	-0.6	-5.2
CSc1cccc(NC(=O)C2C3C=CC4(O3)C2C(=O)N(CC2COc3ccccc3O2)C4C(=O)NC2CCCC(C)C2C)c1 (stereo not drawn)
 : 3.1	0.1	3.5	0.6
CC1CCCCN1C(=O)CN1C(=O)[C@@H]2CCCN2C(=O)c2ccccc21 (stereo partly drawn)
 : 15.9	0.0	2.1	-1.2
Cn1cc([N+](=O)[O-])c(/C=C/N2CCOCC2)n1
 : 1.5	-0.1	0.1	-2.1
Cc1nn(C(C)C(=O)NC2CCCCCC2)c(=O)c2cc3occc3n12 (stereo not drawn)
 : -5.8	0.0	2.0	4.0
Cc1nc(NCc2cccs2)sc1-c1ccn(CC2CCCN(C)C2)n1 (stereo not drawn)
 : -9.3	-0.1	0.0	-6.9
O=C(CC1C(=O)N(c2ccccc2)C(=O)N1CCc1cccs1)Nc1ccccc1 (stereo not drawn)
 : -17.4	0.7	-0.6	-30.8
CC1CCN(C(=O)c2nn3c(C(F)(F)F)cc(-c4cccs4)nc3c2Cl)CC1
 : 6.2	-0.3	0.7	-2.0
O=C(/C=C/c1ccccc1[N+](=O)[O-])N1CCCCCC1
 : -9.8	0.5	-1.1	-0.6
CCN1CC=C2C(C#N)=C(N)C(C#N)(C#N)C(c3ccoc3)C2C1 (stereo not drawn)
 : 10.1	-0.7	0.5	31.6
COc1ccccc1N/C=C1/CCCCC1=O
 : -21.0	0.3	2.1	16.2
c1ccc(-n2nnnc2COc2ccc3ccccc3c2)cc1
 : -5.4	0.2	0.1	-2.5

# Other records:
SMILES,TEAD-YAP inh,FBW7 act,GPR151 ag,MITF primary
O=C(Cn1nc(-c2ccccc2)c2ccccc2c1=O)Nc1cccc(O)c1,-8.9,0.0,0.0,0.6
CC(C)c1nc2ccccc2c(=O)n1CC(=O)Nc1ccc(F)cc1,-4.9,0.6,-0.9,5.7
COc1ccc(C(=O)Nc2ccc(N3CCCS3(=O)=O)cc2)cc1,-25.7,0.1,2.0,-7.1
O=C(O)c1cccc([N+](=O)[O-])c1C(=O)Nc1cccc(Cl)c1Cl,-2.4,0.0,7.6*,-2.2
COC(=O)C(Cc1ccccc1)NC(=O)C(NC(=O)OCc1ccccc1)C(C)C (stereo not drawn),5.2,0.0,0.7,5.0
Cc1c(O)ccc2c(CN3CC(C)CC(C)C3)cc(=O)oc12 (stereo not drawn),-2.7,0.3,0.2,3.8
CC(C)OCCCNC(=O)c1cc(Nc2ccccc2)nc2ccccc12,-0.1,1.2,-0.4,5.8
COc1ccc(CN2CN=C(Nc3nc(C)c4ccc(C)cc4n3)NC2)cc1,4.7,0.1,0.0,0.3
O=C(NCCN1CCOCC1)c1ccc(-c2ccccc2)s1,-9.0,-0.1,-2.1,-0.1
CC(C)CNC(CC(=O)Nc1ccc(Cl)c(Cl)c1)C(=O)O (stereo not drawn),-13.6,0.0,-0.3,-4.5
COc1ccccc1-c1coc2c(CN3CCOCC3)c(O)ccc2c1=O,-6.6,0.0,2.7,-3.8
CCCCCCN1C(=O)C(=O)c2ccccc21,4.8,0.1,-1.5,12.4
O=C1NN(c2cccc(Cl)c2)C(=O)/C1=C\C=C\c1ccccc1,-12.5,0.1,0.2,-22.0
COc1ccccc1CNC(=O)c1ccccc1SC,-10.0,0.2,0.4,-9.4
Cc1cc(=O)oc2cc(NC(=S)NCc3ccc(C(=O)O)cc3)ccc12,-17.2,-0.2,-0.8,8.0

# Next structures
SMILES,TEAD-YAP inh,FBW7 act,GPR151 ag,MITF primary
CCOC(=O)c1cnc2cccc[n+]2c1Cl,1.4,0.6,1.0,16.1
COc1ccc(-n2c(SCC(=O)NCc3ccccc3)nc3ccsc3c2=O)cc1,1.0,0.1,-1.8,-14.7
O=C(c1ccccc1)N1CCN(C2C3CC4CC(C3)CC2C4)CC1 (stereo not drawn),7.3,0.1,1.3,20.8
Cc1ccc(N2C(=O)C3N=NN(CC(=O)Nc4ccc(Cl)cc4Cl)C3C2=O)cc1 (stereo not drawn),16.9,-0.1,2.8,4.8
C=CCNC(=O)/C(=C\c1cccs1)NC(=O)c1ccc(C)cc1,2.4,0.1,1.4,3.8
CCOC(=O)c1c(NC(=O)c2cccs2)sc(C(=O)OC)c1C,-7.5,-0.3,-1.4,-0.4
CC1CCN(C(=O)c2cn(C)c(=O)c3c2c2ccccc2n3C)CC1,20.4,-0.1,0.3,4.6
CCCn1c(N)c(N(C)C)c(=O)[nH]c1=O,2.3,-0.3,-1.1,16.8
CC(C)(C)Cc1nnc(NC(=O)CCCc2ccccc2)s1,-9.1,0.2,-0.3,13.0
O=C1CC(NCCCc2ccccc2)C(=O)N1c1ccc(Br)cc1 (stereo not drawn),-1.2,0.2,11.0*,-0.8
Cc1cccc(CS(=O)(=O)CC2Nc3ccc(C(=O)NC4CC4)cc3NC2=O)c1 (stereo not drawn),3.2,-0.1,1.7,-6.2
S=C(NCCN1CCOCC1)N/N=C/c1cccc(Cl)c1Cl,-24.6,-0.1,1.5,-17.8
O=C(CCCN1C(=O)c2ccccc2C1=O)NNC(=O)c1ccccc1,9.9,0.1,1.3,7.8
COc1cc(Nc2nc(NC3CC3)c3ncn(C4CCCCC4)c3n2)cc(OC)c1OC,-7.4,-0.1,2.0,-6.2
COc1ccc(C(=O)N/N=c2\oc3ccccc3cc2C(N)=S)cc1,0.7,-0.1,1.9,15.5
O=C(c1ccc(Cl)cc1)N(c1ccc(Cl)cc1)C1C=CS(=O)(=O)C1 (stereo not drawn),-0.3,-0.1,3.6,8.9
